Pol eta inh: inhibitors of human DNA polymerase eta; recombinant Pol eta, fluorescent DNA replication assay; Potency, µM (highest dose often 114 µM), without a hit: at the top dose activity change, negative = inhibition, hits mostly inhibitors; 390,000 tested, 1.2% active; further: potency means the concentration at half of the fitted maximal effect; on the % scale 0 is the no-effect control and ±100 the full control effect
Target sequence (Q9Y253 whole entry, looked up): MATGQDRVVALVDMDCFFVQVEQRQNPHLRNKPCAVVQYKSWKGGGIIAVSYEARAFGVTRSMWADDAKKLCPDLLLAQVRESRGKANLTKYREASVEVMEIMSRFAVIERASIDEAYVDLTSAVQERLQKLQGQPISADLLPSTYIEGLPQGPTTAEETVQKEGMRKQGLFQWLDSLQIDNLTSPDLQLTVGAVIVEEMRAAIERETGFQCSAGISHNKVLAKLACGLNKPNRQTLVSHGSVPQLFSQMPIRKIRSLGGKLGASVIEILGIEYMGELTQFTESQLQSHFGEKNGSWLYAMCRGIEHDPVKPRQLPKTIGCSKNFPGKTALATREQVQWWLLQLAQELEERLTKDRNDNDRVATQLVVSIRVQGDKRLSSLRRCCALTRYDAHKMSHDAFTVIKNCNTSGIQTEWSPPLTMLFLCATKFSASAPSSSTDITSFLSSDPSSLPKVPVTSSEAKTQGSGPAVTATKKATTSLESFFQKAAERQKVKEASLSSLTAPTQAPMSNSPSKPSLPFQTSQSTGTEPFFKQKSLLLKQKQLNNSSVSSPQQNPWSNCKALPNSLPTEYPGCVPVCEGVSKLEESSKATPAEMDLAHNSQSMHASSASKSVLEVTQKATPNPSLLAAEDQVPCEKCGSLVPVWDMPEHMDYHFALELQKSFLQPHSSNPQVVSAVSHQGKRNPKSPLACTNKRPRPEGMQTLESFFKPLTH
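Fluorescent replication assay: 50 nM final substrate added after a 15 min room-temperature compound preincubation with 10 nM enzyme. Signal taken at 0 min and again at 10 min.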
RXFP1 antag: blocks the human relaxin receptor RXFP1; 350,000 tested, 0.59% active; AID 1259400; HEK293-RXFP1, relaxin-stimulated cAMP HTRF, 30 min; hits give low values; Q9HBX9; activity change, negative = inhibition, % at 57.5 µM;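 active means activity change of -60% or lower, but not beyond a set lower limit; inconclusive means change between -60% and -40%, or beyond the set limit; inactive means change above -40%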; further: on the % scale 0 is the no-effect control and ±100 the full control effect
Apoferritin bind: candidate novel general anesthetic via apoferritin binding. P02791. apoferritin/1-aminoanthracene competitive binding, fluorescence. Potency, µM (doses to about 77.5 µM), without a hit: at the highest dose activity change, negative = displacement, most hits filed as inhibitors. 350,000 tested, 0.074% active. AID 485281; further: potency means the concentration at half of the fitted maximal effect; on the % scale 0 is the no-effect control and ±100 the full control effect; nearly all actives have a fitted effect of over 20% in size
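In PBS, apoferritin at 10 uM is loaded with 1-AMA from a 50% saturated solution. After 10 min of compound exposure at ambient temperature, reduced 535 nm fluorescence indicates probe displacement.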
POLK inh: DNA polymerase kappa (human) inhibition; purified Pol kappa, fluorescent DNA synthesis assay, 10 min; AID 588579; Potency, µM (top dose mostly 107 µM), inactives show at the top dose activity, negative = inhibition, usual class: inhibitors; 400,000 tested, 0.53% active; Q9UBT6; further: potency means the concentration at half of the fitted maximal effect; on the % scale 0 is the no-effect control and ±100 the full control effect
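10 nM Pol kappa preincubated 15 min at room temperature with compounds, then reaction started with substrate at 50 nM final. Fluorescence read kinetically at 0 and 10 min; buffer-only wells served as negative control.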
POLI inh: blocks human DNA polymerase iota activity. Q9UNA4. Pol iota fluorescent replication assay, 10 min. Potency, µM (highest dose often 115 µM), inactives show at the top dose activity, negative = inhibition, actives largely listed as inhibitors. 390,000 tested, 1% active. AID 588590; further: potency means the concentration at half of the fitted maximal effect
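Fluorescent replication assay read twice, at 0 min and 10 min after adding 50 nM (final) substrate. Enzyme (10 nM) and compounds were first incubated 15 min at room temperature; enzyme-free buffer wells were negative controls.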
Tb PGK inh: T. brucei PGK inhibition | 380,000 tested, 0.043% active | PGK/GAPDH coupled, Kinase-Glo luminescence, 60 min | AID 602233 | Potency, µM (highest dose often 57.5 µM), for inactives: at the highest dose activity change, negative = inhibition, usual class: inhibitors; further: potency means the concentration at half of the fitted maximal effect; on the % scale 0 is the no-effect control and ±100 the full control effect; nearly all actives have a fitted effect of over 60% in size
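Luminescent ATP detection (Kinase-Glo Plus) follows a 60-minute room-temperature incubation, with wells lacking PGK as controls. Buffer: 100 mM TEA (pH 7.6), 5 mM MgCl2, 0.01% Tween-20. Coupling enzyme GAPDH (100 nM final) supplies unstable 1,3-BPG in-well.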
POLB inh: DNA polymerase beta (human) inhibition; P06746; Pol beta primer extension/strand displacement, fluorescence kinetic; Potency, µM (titrated, usually from 114 µM), for inactives: at the top dose activity change, negative = inhibition, most hits filed as inhibitors; 340,000 tested, 1.3% active; AID 485314; further: potency means the concentration at half of the fitted maximal effect; on the % scale 0 is the no-effect control and ±100 the full control effect
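Enzyme-only controls used 10 nM Pol beta; buffer lacking enzyme served as negative control. Compound preincubated 15 min, then 50 nM substrate added; 0 and 10 min reads at room temperature.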
APEX1 inh: APE1 (human) endonuclease inhibition. P27695. recombinant APE1, TAMRA/BHQ-2 abasic DNA cleavage fluorescence. Potency, µM (series often up to 65.8 µM), for inactives: at the top dose activity change, negative = inhibition, hits mostly inhibitors. 350,000 tested, 0.35% active;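 further: potency means the concentration at half of the fitted maximal effect; plate controls were vehicle for no effect and reference inhibitor for full effect; nearly all actives have a fitted effect of over 55% in size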
Target sequence (P27695 whole entry, looked up): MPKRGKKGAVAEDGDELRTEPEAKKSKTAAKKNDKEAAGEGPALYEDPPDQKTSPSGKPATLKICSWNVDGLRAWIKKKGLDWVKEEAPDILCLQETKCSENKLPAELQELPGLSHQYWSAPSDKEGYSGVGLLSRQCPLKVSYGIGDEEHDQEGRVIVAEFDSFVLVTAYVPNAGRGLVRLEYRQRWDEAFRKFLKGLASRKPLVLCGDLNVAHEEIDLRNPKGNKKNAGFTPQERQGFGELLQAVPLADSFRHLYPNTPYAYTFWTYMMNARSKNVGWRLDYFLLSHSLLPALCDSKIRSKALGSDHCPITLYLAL
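Step 1: APE1 (0.75 nM) with compound, 15 min RT. Step 2: add 50 nM fluorophore/quencher THF duplex. Step 3: three fluorescence reads 60 s apart (525/598 nm); read 3 minus read 1 = reaction progress.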
BLM helicase inh: blocks DNA unwinding by human BLM helicase; P54132; recombinant BLM DNA unwinding, fluorescence dequenching; AID 2528; 350,000 tested, 0.2% active; Potency, µM (highest dose often 56.1 µM), for the others: at the top dose activity change, negative = inhibition, most hits filed as inhibitors;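 further: potency means the concentration at half of the fitted maximal effect; plate controls were vehicle for no effect and no enzyme for full effect; nearly all actives have a fitted effect of over 35% in size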
An asterisk follows results filed as active; i = inactive; ? = inconclusive; · = no result given; [ ] = dose if it differs, or a comment. Unless noted, the call rests on the fitted dose curve; in most records, active means well fitted curve in the direction sought with a large enough effect; inconclusive means small, poorly fitted or top-dose-only effect, or another doubt; inactive means no such curve, though single readings can be large; an effect the other way counts as inactive or inconclusive. These rows are one share of the data; count on the stated rates, not on these rows.

SMILES	Pol eta inh	RXFP1 antag	Apoferritin bind	POLK inh	POLI inh	Tb PGK inh	POLB inh	APEX1 inh	BLM helicase inh
COc1ccc(-c2nc(SCC(=O)NCc3ccco3)c(-c3ccccc3)[nH]2)cc1OC	-2%	3	-17%	-6%	10%	-5%	-20%	-1%	-3%
CN(C)S(=O)(=O)c1ccc(C(=O)NC2CCCc3ccccc32)cc1 (stereo not given)	-29%	-17	?	1%	131%[activator]	2%	13%	5%	-6%
Cc1nn(CCCC(=O)NCc2cccc(F)c2)c(=O)c2nn(-c3ccccc3)c(C)c12	-17%	-29	-3%	-1%	15%	-1%	-1%	·	-2%
COc1ccccc1-n1cnnc1SCc1csc(-c2ccccc2)n1	-18%	-23	-20%	0%	-11%	i	-1%	-1%	-7%
CCCCCCC(=O)N(O)C1CC(=O)N(Cc2ccccc2)C1=O (stereo not given)	-9%	4	?	-3%	-1%	i	6%	5%	-8%
Cc1cc(C)c2nc(-c3ccccn3)cc(C(=O)NCCc3ccc(S(N)(=O)=O)cc3)c2c1	-17%	-22	-6%	-21%	-24%	i	-25%	?	-4%
CCC(CC)NC(=O)COC(=O)c1ccc2c(c1)C(=O)N(Cc1ccco1)C2=O	7%	8	-14%	0%	35%[activator]	-3%	43%	9%	-3%
CCc1nc(SCC(=O)NCCc2ccc(OC)c(OC)c2)c2c(=O)n(C)c(=O)n(C)c2n1	-12%	-20	-6%	-16%	6%	-2%	6%	-1%	4%
CC(C)(C)[C@H]1C=C(C(=O)N2CCN(Cc3ccc4c(c3)OCO4)CC2)O[C@@H](OCCCCO)C1	-20%	·	-6%	-9%	27%	0%	10%	1%	-3%
COCCCNC(=O)COc1ccc(S(=O)(=O)NCc2ccccc2)cc1Cl	-15%	·	0%	-11%	15%	-1%	0%	3%	-9%
C[C@H](/C=C/[C@@]1(O)[C@H](C)C[C@H](O)CC1(C)C)O[C@@H]1O[C@H](CO)[C@@H](O)[C@H](O)[C@H]1O	-19%	-3	·	1%	28%	2%	·	-34%	·
O=C(O)C1C2C=CC(C2)C1C(=O)N1CCN(C/C=C/c2ccccc2)CC1 (stereo not given)	1%	-3	4%	0%	3%	-8%	2%	2%	-4%
OCCNc1nc2nonc2nc1NCCO	-1%	-8	0%	5%	32%	-10%	35%[activator]	0%	-1%
O=C(NNC(=O)c1ccc2nc[nH]c2c1)c1ccccc1	-17%	-6	·	7%	43%[activator]	-5%	·	23%	·
Cc1ccc(C)c(-c2nnc(NC(=O)CCS(=O)(=O)c3ccc(F)cc3)o2)c1	-6%	-4	·	-8%	34%[activator]	5%	·	-12%	·
O=c1c2cc(-c3ccccc3)sc2nc2n1N=C(c1ccccc1)CS2	8%	15	6%	-10%	16%	5%	-6%	?	-2%
CCN(CC(=O)Nc1ccc(NC(C)=O)cc1)CC(=O)Nc1ccccc1C(=O)c1ccccc1	-3%	-7	-23%	0%	-4%	3%	1%	-8%	-2%
O=S(=O)(c1cccc2nonc12)N1CCCCCC1	-23%	-4	?	-3%	-3%	6%	3%	0%	-6%
Cn1nc(C(=O)NCC(c2cccs2)N2CCOCC2)c2ccccc2c1=O (stereo not given)	-4%	-13	·	-16%	14%	i	·	1%	·
COC1CCN(C(=O)c2cc(COc3ccc(-n4cncn4)cc3)on2)CC1	-11%	0	0%	1%	16%	2%	20%	11%	0%
O=C(Nc1ccccc1)/C(=C\c1ccc(F)cc1)NC(=O)c1ccco1	-13%	-12	5%	1%	42%[activator]	4%	98%	13%	-2%
COc1ccc(NC(=S)NCCCN2CCOCC2)cc1	-20%	-10	-11%	-1%	144%[activator]	2%	8%	1%	2%
O=C(CCc1nnc2ccc(NCc3ccccc3)nn12)NC1CCCC1	-15%	-1	-21%	-4%	20%	-10%	1%	45%[activator]	-4%
COc1ccc(OC)c(NC(=O)C2=C(C)NC(=O)NC2c2cccs2)c1 (stereo not given)	-15%	-7	-3%	5%	63%[activator]	-5%	-14%	1%	-4%
CCOC(=O)CSc1nc(N)nc(C)c1Br	-16%	-7	-6%	-3%	12%	1%	12%	3%	-1%
COc1cc(C2Nc3ccccc3C(=O)N2c2ccccc2)ccc1O (stereo not given)	-5%	-23	33%[activator]	-25%	5%	1%	9%	5%	-8%
CC1=C(C(=O)OCc2ccc([N+](=O)[O-])cc2)N2C(=O)C(NC(=O)Cc3ccccc3)C2SC1 (stereo not given)	-2%	-4	-13%	-2%	?	-14%	-16%	12%	-13%
Cn1cnnc1SC1CCCCC1NS(=O)(=O)c1ccc(Cl)cc1 (stereo not given)	-6%	16	-8%	-3%	8%	·	0%	-1%	-2%
COc1ccc2c(c1)[nH]c1c(N3CCN(Cc4ccc5c(c4)OCO5)CC3)ncnc12	?	-13	-1%	-23%	-13%	-19%	-6%	?	-18%
O=C(C[n+]1cccc(NC(=O)c2ccccc2)c1)c1cccc([N+](=O)[O-])c1	5%	3	?	-4%	10%	-8%	4%	-5%	-4%
CCOc1cccc(CN2CCCC(C(=O)c3cc(Cl)ccc3OC)C2)c1O (stereo not given)	-6%	-12	-23%	-9%	?	8%	0%	5%	-9%
Cc1cc(C(F)(F)F)nn1CCCNC(=O)c1cnccn1	-2%	-5	-2%	1%	2%[58.9 µM]	-8%	2%	-2%	-1%
CCOC(=O)Cc1c(C)nc(-c2ccccc2)[nH]c1=O	13%	3	-6%	1%	9%	-8%	4%	14%	2%
C#Cc1ccc([C@@H]2C=C(C(=O)O)O[C@H](OCc3ccc(CO)cc3)C2)cc1	40µM*	·	-18%	?	?	-4%	22µM*	?	-13%
CCOc1ccc(C(C)=O)cc1COC(=O)CCc1cc(OC)c(OC)c(OC)c1	-13%	-3	-15%	0%	-15%	-5%	20%	50%	-2%
CCCCc1c(C(=O)O)cc(OC)cc1C(=O)O	-2%	14	-3%	-10%	-12%	-7%	4%	2%	0%
COc1ccnc2c1c(=O)n(Cc1ccccc1Cl)c(=O)n2C	-12%	3	-21%	-7%	8%	0%	0%	2%	-3%
CC(=O)Nc1ccc(OCC(=O)c2ccc(C)cc2C)cc1	-15%	-4	-22%	-1%	-1%	-7%	-4%	-8%	-5%
Cc1ccc(S(=O)(=O)N(Cc2ccc([N+](=O)[O-])cc2)C(=O)N2CCN(C)CC2)cc1	-1%	-15	·	-5%	9%	-4%	·	7%	·
O=C(CN1C(=O)NC2(CCCCC2)C1=O)NCCC1=CCCCC1	-2%	11	?	-6%[60.1 µM]	17%	-6%	16%	3%	0%
CC(C)c1ccc(NC(=O)CCN2C(=O)c3ccc([N+](=O)[O-])cc3C2=O)cc1	-3%	-7	-3%	-3%	23%	3%	5%	-5%	2%
O=C(O)CSc1ccc(NC(=O)Nc2ccccc2F)cc1	-1%	3	11%	-15%	-15%	4%	1%	0%	-6%
COCc1nnc(NC(=O)C2CC(=O)N(C3CCCC3)C2)s1 (stereo not given)	-14%	-14	4%	-2%	-17%	-6%	9%	19%	-2%
Cc1nc2ccccc2c(=O)n1NS(C)(=O)=O	-14%	0	-6%	-20%	11%	-3%	5%	-2%	0%

In the list so far, 15 contain four or more nitrogen atoms.
SMILES	Pol eta inh	RXFP1 antag	Apoferritin bind	POLK inh	POLI inh	Tb PGK inh	POLB inh	APEX1 inh	BLM helicase inh
Cc1nn(CCCC(=O)NCc2cccc(F)c2)c(=O)c2nn(-c3ccccc3)c(C)c12	-17%	-29	-3%	-1%	15%	-1%	-1%	·	-2%
COc1ccccc1-n1cnnc1SCc1csc(-c2ccccc2)n1	-18%	-23	-20%	0%	-11%	i	-1%	-1%	-7%
Cc1cc(C)c2nc(-c3ccccn3)cc(C(=O)NCCc3ccc(S(N)(=O)=O)cc3)c2c1	-17%	-22	-6%	-21%	-24%	i	-25%	?	-4%
CCc1nc(SCC(=O)NCCc2ccc(OC)c(OC)c2)c2c(=O)n(C)c(=O)n(C)c2n1	-12%	-20	-6%	-16%	6%	-2%	6%	-1%	4%
OCCNc1nc2nonc2nc1NCCO	-1%	-8	0%	5%	32%	-10%	35%[activator]	0%	-1%
O=C(NNC(=O)c1ccc2nc[nH]c2c1)c1ccccc1	-17%	-6	·	7%	43%[activator]	-5%	·	23%	·
CCN(CC(=O)Nc1ccc(NC(C)=O)cc1)CC(=O)Nc1ccccc1C(=O)c1ccccc1	-3%	-7	-23%	0%	-4%	3%	1%	-8%	-2%
Cn1nc(C(=O)NCC(c2cccs2)N2CCOCC2)c2ccccc2c1=O (stereo not given)	-4%	-13	·	-16%	14%	i	·	1%	·
COC1CCN(C(=O)c2cc(COc3ccc(-n4cncn4)cc3)on2)CC1	-11%	0	0%	1%	16%	2%	20%	11%	0%
O=C(CCc1nnc2ccc(NCc3ccccc3)nn12)NC1CCCC1	-15%	-1	-21%	-4%	20%	-10%	1%	45%[activator]	-4%
Cn1cnnc1SC1CCCCC1NS(=O)(=O)c1ccc(Cl)cc1 (stereo not given)	-6%	16	-8%	-3%	8%	·	0%	-1%	-2%
COc1ccc2c(c1)[nH]c1c(N3CCN(Cc4ccc5c(c4)OCO5)CC3)ncnc12	?	-13	-1%	-23%	-13%	-19%	-6%	?	-18%
Cc1cc(C(F)(F)F)nn1CCCNC(=O)c1cnccn1	-2%	-5	-2%	1%	2%[58.9 µM]	-8%	2%	-2%	-1%
Cc1ccc(S(=O)(=O)N(Cc2ccc([N+](=O)[O-])cc2)C(=O)N2CCN(C)CC2)cc1	-1%	-15	·	-5%	9%	-4%	·	7%	·
COCc1nnc(NC(=O)C2CC(=O)N(C3CCCC3)C2)s1 (stereo not given)	-14%	-14	4%	-2%	-17%	-6%	9%	19%	-2%

Source: PubChem
